LMPTP inh: LMPTP phosphatase inhibitors, primary screen, biochemical, fluorescence intensity, uHTS | recombinant LMPTP-A, OMFP fluorogenic substrate | inhibition, % at 20 µM | 0.22% of 360,000 active | Low molecular weight phosphotyrosine protein phosphatase (Homo sapiens), P24666;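 active means compounds that cut the enzyme signal by at least half of the control window in the single-dose screen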;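 further: plate controls were DMSO wells with enzyme plus substrate for no effect and substrate without enzyme for full effect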
Target sequence (P24666 whole entry, looked up): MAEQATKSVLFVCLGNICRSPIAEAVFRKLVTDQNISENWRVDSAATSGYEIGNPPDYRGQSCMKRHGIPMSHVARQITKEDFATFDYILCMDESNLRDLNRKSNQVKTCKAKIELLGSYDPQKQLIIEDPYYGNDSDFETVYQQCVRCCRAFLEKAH
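Assay system: LMPTP-A enzyme. Input: 0.625 nM LMPTP-A final. Probe or stimulus: 400 µM OMFP. Compound dosing: single 20 µM dose. Schedule: 50 min dark incubation at room temperature. Detection: fluorescence intensity of OMFP turnover product. Read-out: percent inhibition versus substrate-only and uninhibited controls. Benchmarks: no-enzyme low control, uninhibited high control.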
Neddyl block: inhibitors of cullin neddylation, primary screen, biochemical, TR-FRET, uHTS, NAE and Ubc12; calls only at 25 µM; 0.58% of 360,000 active; NEDD8-conjugating enzyme Ubc12 (Homo sapiens) + NEDD8-activating enzyme E1 regulatory …; in the data active means inhibition above about 36%
STEP inh: STEP phosphatase inhibitors, primary screen, biochemical, fluorescence intensity, uHTS; Tyrosine-protein phosphatase non-receptor type 5 (Homo sapiens), P54829; recombinant STEP, OMFP fluorogenic substrate; inhibition, % at 20 µM; 0.25% of 360,000 active; AID 588621, 2011;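 active means inhibition at 20 µM, scaled per plate between control wells, above about 37%, limit read from the data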;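 further: 0% = DMSO with enzyme and substrate and 100% = substrate only without enzyme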
Target sequence (P54829 whole entry, looked up): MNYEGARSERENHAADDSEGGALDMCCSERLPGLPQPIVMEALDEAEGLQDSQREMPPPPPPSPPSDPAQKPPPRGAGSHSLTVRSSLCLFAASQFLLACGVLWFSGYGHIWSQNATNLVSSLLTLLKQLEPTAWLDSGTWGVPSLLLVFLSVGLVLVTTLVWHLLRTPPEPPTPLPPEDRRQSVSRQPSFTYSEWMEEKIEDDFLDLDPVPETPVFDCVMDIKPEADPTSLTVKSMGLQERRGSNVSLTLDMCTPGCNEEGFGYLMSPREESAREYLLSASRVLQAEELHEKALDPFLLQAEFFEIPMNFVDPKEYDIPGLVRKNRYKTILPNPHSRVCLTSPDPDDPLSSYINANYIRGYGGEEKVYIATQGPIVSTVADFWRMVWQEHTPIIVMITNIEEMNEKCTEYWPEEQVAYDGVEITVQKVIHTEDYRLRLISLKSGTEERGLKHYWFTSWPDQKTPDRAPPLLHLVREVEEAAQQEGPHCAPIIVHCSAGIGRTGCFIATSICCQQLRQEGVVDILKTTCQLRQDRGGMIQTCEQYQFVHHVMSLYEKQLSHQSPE
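Material: STEP (striatal-enriched tyrosine phosphatase) enzyme, cell-free | Medium: 50 mM Bis-Tris pH 6.0 with 2.5 mM DTT and 0.005% Tween 20 | Read-out: Percent inhibition scaled to no-enzyme and uninhibited-enzyme controls, plate-pattern corrected | Signal: Fluorescence read at 480 nm ex / 540 nm em | Times: 20 min reaction, room temperature, in the dark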
Tb MetRS inh: T. brucei MetRS inhibitors, primary screen, biochemical, luminescence. methionyl-tRNA synthetase (Trypanosoma brucei brucei). purified T. brucei MetRS, ATP depletion, Kinase-Glo luminescence. inhibition, % at 11.9 µM. 0.4% of 360,000 active. AID 624268, 2012;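 active means inhibition above a per-plate cutoff of the control wells' mean inhibition plus 3 SD, cut at about 5.5% in these data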;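 further: 0% = DMSO wells median and 100% = median of wells with control inhibitor compound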
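Measured by: Kinase-Glo luciferase luminescence reporting remaining unconsumed ATP. Material: purified T. brucei MetRS enzyme. Doses: 11.9 µM compound single dose, 0.9% DMSO. Medium: HEPES buffer containing pyrophosphatase, BSA, spermine, DTT. Times: 15 min preincubation, 2 h reaction, all 25 °C. Reagent: methionine, ATP and bulk E. coli tRNA.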
NRP1-CendR mod: modulators of CendR peptide binding to NRP-1, primary screen, biochemical, fluorescence polarization, uHTS; Neuropilin-1 (Homo sapiens), O14786; FAM-RPARPAR peptide binding to NRP-1; inhibition, % at 25 µM; 0.85% of 360,000 active;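 active means inhibition or corrected inhibition above about 18%, plus a signal ratio from 0.5 to 1.5, limit read from the data, passing the limit was not always enough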; further: strong numbers were not always called active
SKN-1 inh: suppressors of acrylamide-induced Pgst-4::GFP reporter in worms, primary screen, SKN-1 inhibitor project, whole organism, uHTS, GFP/RFP fluorescence ratio, strain VP596 | inhibition, % at 21.8 µM | C. elegans VP596 Pgst-4::GFP/RFP ratio, 24 h | 0.49% of 360,000 active | AID 624304, 2012;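 active means interference check ratio from 0.5 to 1.5 plus GFP to RFP signal ratio inhibition reaching or exceeding a fixed threshold, cut at about 30% in these data, passing the limit was not always enough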; further: some compounds called inactive have numbers as strong as hits
Scp1 inh: Scp-1 phosphatase inhibitors, primary screen, biochemical, colorimetric, uHTS | Carboxy-terminal domain RNA polymerase II polypeptide A small phosphatase 1 (Homo … | Recombinant Scp1, phosphopeptide, malachite green phosphate absorbance | inhibition, % at 20 µM | 0.88% of 340,000 active;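 active means inhibition above about 50% at 20 µM, limit read from the data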;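 further: plate controls were DMSO wells with enzyme for no effect and wells lacking enzyme for full effect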
Target sequence (Q9GZU7 76-261 limits assumed): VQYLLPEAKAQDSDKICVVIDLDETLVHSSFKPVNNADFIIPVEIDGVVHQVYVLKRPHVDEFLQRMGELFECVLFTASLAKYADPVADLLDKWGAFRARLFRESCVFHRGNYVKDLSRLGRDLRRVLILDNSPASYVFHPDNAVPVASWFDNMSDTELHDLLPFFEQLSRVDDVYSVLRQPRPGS
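Incubation: 45 min enzyme reaction at room temperature / System: truncated SCP-1 phosphatase (76-261aa) / Reagent: Phospho 17-mer peptide substrate / Buffer or medium: Acidic Tris acetate buffer with magnesium and detergent / Signal: absorbance at 630 nm / Doses: one concentration, 20 µM, with 1.0% DMSO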
SUMO1-SIM PPI: modulators of SUMO1 protein-protein interactions, primary screen, biochemical, uHTS; inhibition, % at 20 µM; 0.33% of 360,000 active; SUMO1 binding to a labelled peptide, TR-FRET, 1 h; in the data active means inhibition above about 37%
Target sequence (P63165 whole entry, looked up): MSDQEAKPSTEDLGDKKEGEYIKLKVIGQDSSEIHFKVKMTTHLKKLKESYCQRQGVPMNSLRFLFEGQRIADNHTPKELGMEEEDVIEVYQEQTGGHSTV
DNMT1 block: human DNMT1 methyltransferase inhibitors, primary screen, biochemical, molecular beacon, fluorescence, HinP1I cleavage, uHTS | inhibition (reported as % activation of signal), % at 10 µM | 0.83% of 360,000 active | DNA (cytosine-5)-methyltransferase 1 (Homo sapiens), P26358; in the data active means inhibition above about 50%
NadD inh: inhibitors of S. aureus NadD, primary screen, biochemical, colorimetric, uHTS; purified NadD enzyme, colorimetric absorbance read-out; 0.78% of 360,000 active; inhibition, % at 20 µM; in the data active means inhibition above about 26%; further: some compounds past the cut are filed as inactive
Starred values were filed as active, the others as inactive; i = inactive; · = not tested or not shown.

SMILES	LMPTP inh	Neddyl block	STEP inh	Tb MetRS inh	NRP1-CendR mod	SKN-1 inh	Scp1 inh	SUMO1-SIM PPI	DNMT1 block	NadD inh
O=C(N/C(=C\c1ccc(Br)cc1)c1nc2ccccc2[nH]1)c1ccco1	28	i	-4	-0.2	6	-16	-2	8	-2	0
Cc1ccc([C@H]2C[C@H](n3cc(COC(=O)c4ccccc4)nn3)[C@@H](O)CN2CC2CCCCC2)cc1	3.1	i	1	-0.4	0	2	·	-4	-6	4
O=C(C(Cc1ccccc1)n1cccc1)N1CCc2ccccc21 (centres undefined)	-0.3	i	-1	-0.2	-10	11	-17	1	2	-3
COc1ccc(NC(=O)CSc2ncn[nH]2)c([N+](=O)[O-])c1	-0.3	i	-2	-0.5	-16	-4	-4	-21	3	1
O=C(COC(=O)c1ccc[nH]c1=O)Nc1cc(S(=O)(=O)N2CCCCC2)ccc1Cl	3.1	i	0	-0.9	5	4	0	-1	-5	2
NC(=O)c1c(NC(=O)c2c(F)cccc2F)sc2c1CCN(Cc1ccccc1)C2	-0.4	·	-1	0.2	-33	31	-8	3	-1	9
COCCNC(=O)c1ccc2c(c1)S(=O)(=O)c1cc(Cl)ccc1C2=O	-0.7	i	-2	-0.3	-2	-13	-4	-48	5	-4
COc1ccccc1CN1C[C@@H]2C[C@@H](c3cccc(O)c3)N3CCC[C@@]23C1=O	1.3	i	-3	-0.2	-12	4	-13	1	-4	-2
CC(=O)Nc1cc(NC(C)=O)cc(C(=O)NC(C)(C)C)c1	-0.7	i	1	-2.0	11	17	-1	-4	4	-3
Cc1nc(C(=O)NNC(=O)Nc2ccccc2)cs1	0.0	i	0	-0.3	-11	-10	-1	2	1	-4
O=C(Nc1cccc(C(F)(F)F)c1)C1=CC=CN2CCS(=O)(=O)N=C12	-0.7	i	4	-0.4	8	1	-12	-11	1	-4
COCCNC(=O)CSc1nc2cc(OC)c(OC)cc2c(=O)n1CCc1ccc(S(N)(=O)=O)cc1	-0.5	i	-3	1.6	-2	-9	1	1	-2	-4
COC(=O)C1=C(C(=O)c2ccccc2)C(c2cccs2)n2nnnc2N1 (centres undefined)	0.4	i	2	-0.4	-5	18	-6	-6	4	1
CSc1cc(CS(=O)(=O)c2ccccc2)nc(-c2ccccc2)n1	2.5	i	0	-0.2	14	13	-9	6	2	-3
COC(=O)Cc1c(C)c2ccc(O)c(CNCc3ccc(OC)c(OC)c3)c2oc1=O	0.6	·	-4	-0.6	20	17	-12	-5	-1	-3

Six structures from above, arranged by molar mass, lowest first:
SMILES	LMPTP inh	Neddyl block	STEP inh	Tb MetRS inh	NRP1-CendR mod	SKN-1 inh	Scp1 inh	SUMO1-SIM PPI	DNMT1 block	NadD inh
O=C(C(Cc1ccccc1)n1cccc1)N1CCc2ccccc21 (centres undefined)	-0.3	i	-1	-0.2	-10	11	-17	1	2	-3
COC(=O)C1=C(C(=O)c2ccccc2)C(c2cccs2)n2nnnc2N1 (centres undefined)	0.4	i	2	-0.4	-5	18	-6	-6	4	1
O=C(Nc1cccc(C(F)(F)F)c1)C1=CC=CN2CCS(=O)(=O)N=C12	-0.7	i	4	-0.4	8	1	-12	-11	1	-4
COCCNC(=O)c1ccc2c(c1)S(=O)(=O)c1cc(Cl)ccc1C2=O	-0.7	i	-2	-0.3	-2	-13	-4	-48	5	-4
O=C(N/C(=C\c1ccc(Br)cc1)c1nc2ccccc2[nH]1)c1ccco1	28	i	-4	-0.2	6	-16	-2	8	-2	0
COCCNC(=O)CSc1nc2cc(OC)c(OC)cc2c(=O)n1CCc1ccc(S(N)(=O)=O)cc1	-0.5	i	-3	1.6	-2	-9	1	1	-2	-4

Further compounds follow:
SMILES	LMPTP inh	Neddyl block	STEP inh	Tb MetRS inh	NRP1-CendR mod	SKN-1 inh	Scp1 inh	SUMO1-SIM PPI	DNMT1 block	NadD inh
COc1ccc(C(=O)N/C(=C\c2cn(C)c3ccccc23)C(=O)NCCCn2ccnc2)cc1OC	-0.5	i	0	-0.2	4	-1	-8	-6	0	-2
Cc1cc(-c2ccccc2)nc(N(C)C)c1S(C)(=O)=O	-0.1	i	4	-0.6	-8	-3	-3	14	0	6
Cc1cccc(C)c1NCc1nnc(SCC(=O)Nc2nc(-c3ccccc3)cs2)n1-c1ccccc1	-2.8	i	3	-0.5	3	-1	-4	-1	9	18
CN(C)c1ccc(NC(=O)CSc2nc3ccccc3c(=O)n2CC2CCCO2)cc1 (centres undefined)	0.7	i	-1	-0.3	-4	6	-5	0	-3	-7
O=C(Nc1ccc2c(c1)OCCO2)c1ccc(Cl)c(S(=O)(=O)N2CCOCC2)c1	0.3	i	3	0.3	-3	5	-8	14	0	-6
COc1ccc(C)cc1S(=O)(=O)n1cnc2ccccc21	-0.9	i	-4	0.5	-1	8	-5	3	1	3
O=C(O)c1ccccc1Sc1ncnc2sccc12	-1.4	i	4	0.0	1	0	9	5	5	-4
C=CCNC(=O)c1c(C(F)(F)F)nn(C)c1Cl	-0.8	i	-2	-0.6	-5	7	-2	-3	3	2
CC1CCN(S(=O)(=O)c2ccc3c(c2)NC(=O)CS3)CC1	-1.9	i	2	0.2	4	15	-5	4	2	-4
CCN(CC)S(=O)(=O)c1ccc(C(=O)NCCCN=C2NS(=O)(=O)c3ccccc32)cc1	-0.4	i	0	-0.2	3	-9	-5	2	1	-6
Cc1cc2cc(CNC(=S)Nc3ccc(OC(F)F)cc3)ccc2[nH]1	0.8	i	0	-0.1	2	14	-6	6	-32	-1
Cc1ccc(S(=O)(=O)NN=CC2(c3ccccc3)CC2)cc1	-0.2	i	9	-0.1	-1	-4	·	7	4	0
COC(=O)NC1CSCC1OC(=O)c1ccc(Br)cc1 (centres undefined)	-0.8	i	-1	0.2	-2	16	-18	1	-9	-5
COc1ccc(NC(=O)O/N=C2/CCCc3ccc(OC)cc32)cc1	-0.5	i	1	-0.1	-10	-2	-8	5	-5	-6
COc1ccc2c(c1)-c1c(ssc1=S)C(C)(C)N2C(=O)CSC1=NCCS1	3.5	i	4	-0.2	2	18	2	-14	-4	12
COc1ccc(NC(=O)c2cc(-c3ccco3)on2)cc1OC	-1.9	i	-2	-0.4	-23	-12	-1	1	-10	4
CC(C)C[C@H]1CNC(=S)N1CC1CCCN1C[C@H](CC(C)C)N1C[C@H](Cc2ccccc2)N(CC2CCCCCC2)C1=S (some centres undefined)	1.2	i	5	0.9	-4	-6	7	3	12	10
CC(O)(C#CCN1CCCC1)c1ccccc1 (centres undefined)	-1.3	i	-4	-0.1	-2	-4	10	3	3	-6
CC(C)(C)C(=O)NC(=O)Nc1ccccc1C(F)(F)F	-0.5	i	-2	-0.2	1	6	-4	2	1	-6
OC(COc1ccc(OCC(O)CN2CCCCC2)cc1)CN1CCCCC1 (centres undefined)	-1.5	i	-2	-1.2	5	7	6	-1	0	-3
C[C@H](CO)N1C[C@H](C)[C@@H](CN(C)S(=O)(=O)c2ccccc2)Oc2c(NC(=O)NC3CCCCC3)cccc2C1=O	-1.2	i	0	-0.4	9	11	-5	2	-2	-3
COc1cc(C(=O)OCC(=O)N(CC(C)C)C2CCS(=O)(=O)C2)cc(OC)c1C (centres undefined)	1.0	i	2	-0.3	2	1	17	-1	24	3
O=C(NCCN1C(=O)S/C(=C\c2ccc(Cl)cc2Cl)C1=O)C1=COCCO1	0.9	i	2	-0.7	-11	-23	4	-26	3	-5
O=c1nccc(SCc2ccc(Cl)cc2Cl)[nH]1	0.7	i	-2	1.5	-17	6	-10	3	0	0
O=C1Nc2ccccc2/C1=C\c1cccn1-c1ccc(OC(F)(F)F)cc1	2.6	i	1	-0.4	-20	6	-4	-3	0	-7
COc1ccc(OCC(=O)Nc2ccc(NC(=O)c3cccs3)cc2)cc1	1.3	i	0	0.3	-11	5	-3	-2	-5	-6
CC(=O)Nc1ccc(S(=O)(=O)Nc2nccs2)cc1	-0.4	i	-1	-0.6	-3	2	-6	6	0	-6
C[C@@H]1C(=O)O[C@@H]2CC34[C@H]5C[C@@H](C(C)(C)C)C36[C@H](OC(=O)[C@@H]6O)OC4(C(=O)O5)[C@@]12O (some centres undefined)	0.2	i	-4	-0.1	18	3	-3	5	5	-2
Cc1ccc(C(=O)NCCCN2CCOCC2)o1	-4.5	i	0	-0.1	-5	-9	-9	3	4	5
Cc1cccc(C)c1NC(=O)C(c1ccnc2ccccc12)n1c(=O)c(-c2ccccc2)nc2ccccc21 (centres undefined)	2.9	i	·	0.5	-3	-15	·	-18	·	·
Cc1nccn1S(=O)(=O)c1cc([N+](=O)[O-])ccc1Cl	-0.1	i	-1	-0.9	-2	-2	-2	-21	2	2
CCOC(=O)C1C2C=CC3(CN(Cc4ccco4)C(=O)C13)O2 (centres undefined)	-1.6	i	0	-0.6	-7	17	-7	-1	4	-3

Part of the list above, limited to NadD inh:
| canonical_smiles | NadD inh |
| --- | --- |
| C[C@H](CO)N1C[C@H](C)[C@@H](CN(C)S(=O)(=O)c2ccccc2)Oc2c(NC(=O)NC3CCCCC3)cccc2C1=O | -3 |
| COc1ccc(OCC(=O)Nc2ccc(NC(=O)c3cccs3)cc2)cc1 | -6 |
